# HTR5A ag ctr = HTR5A agonists in luminescence cell assay, primary screen, counter-screen for OPRM1-OPRD1 heterodimer agonist project, full-deck HTS; 5-hydroxytryptamine receptor 5A (Homo sapiens), P47898; cell-based; activation, % at 9.3 µM; hit rate 0.61% among 340,000; AID 504692, 2011; in the data active = activation mostly above about 9.5%, no sharp cut-off; inactive = mostly below about 7.6%;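 note: 0% = cells with vehicle only and 100% = reference agonist; strong numbers were not always called active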
# Target sequence (P47898 whole entry, looked up): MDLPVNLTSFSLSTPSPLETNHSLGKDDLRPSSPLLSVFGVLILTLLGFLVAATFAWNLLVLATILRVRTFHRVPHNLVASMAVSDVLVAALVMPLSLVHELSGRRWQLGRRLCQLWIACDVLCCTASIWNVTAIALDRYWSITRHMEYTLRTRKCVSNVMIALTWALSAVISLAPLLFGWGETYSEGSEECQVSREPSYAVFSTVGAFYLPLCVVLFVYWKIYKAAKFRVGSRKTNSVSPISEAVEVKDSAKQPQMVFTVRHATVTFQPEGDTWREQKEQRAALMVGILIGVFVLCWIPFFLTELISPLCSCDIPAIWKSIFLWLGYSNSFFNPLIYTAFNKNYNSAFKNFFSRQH
# CDK5 inh = inhibitors of human CDK5/p35 kinase, primary screen, biochemical, single concentration. Cyclin-dependent kinase 5 (Homo sapiens) + Cyclin-dependent kinase 5 activator 1 (Homo …. Recombinant CDK5/p35, ADP-Glo luminescence, 60 min. inhibition, % at 10 µM. hit rate 0.01% among 330,000;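 active = highest replicate inhibition of at least 50% and at least 75% of replicates reaching 50%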;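 note: plate controls were DMSO neutral control for no effect and GW8510 at 10 µM for full effect; many of its hits are not listed in these tables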
# Target sequence (Q00535 whole entry, looked up): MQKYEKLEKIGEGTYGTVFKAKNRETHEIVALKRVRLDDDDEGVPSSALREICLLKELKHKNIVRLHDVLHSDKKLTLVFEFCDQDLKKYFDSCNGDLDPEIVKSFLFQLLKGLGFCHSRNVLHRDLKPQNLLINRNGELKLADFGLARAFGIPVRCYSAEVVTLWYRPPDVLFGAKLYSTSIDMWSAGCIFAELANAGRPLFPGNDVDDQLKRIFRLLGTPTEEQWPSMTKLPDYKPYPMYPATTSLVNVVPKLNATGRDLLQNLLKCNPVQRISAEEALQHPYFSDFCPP
# Target sequence (Q15078 whole entry, looked up): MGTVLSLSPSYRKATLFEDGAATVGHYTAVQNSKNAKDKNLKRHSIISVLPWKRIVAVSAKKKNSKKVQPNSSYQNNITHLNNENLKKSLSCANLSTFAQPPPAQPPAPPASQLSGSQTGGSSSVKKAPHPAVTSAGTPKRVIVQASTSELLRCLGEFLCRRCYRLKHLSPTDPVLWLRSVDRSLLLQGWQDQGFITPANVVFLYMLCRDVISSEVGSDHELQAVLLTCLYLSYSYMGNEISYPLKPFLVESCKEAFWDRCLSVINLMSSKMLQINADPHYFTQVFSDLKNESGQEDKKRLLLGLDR
# NSD2 HMT inh = NSD2 histone methyltransferase inhibitors, primary screen, biochemical, AlphaScreen, single concentration, set 2; Histone-lysine N-methyltransferase NSD2 (Homo sapiens), O96028; NSD2 peptide methylation, 120 min; inhibition, % at 12.5 µM; hit rate 0.54% among 310,000; in the data active = inhibition above about 50%
# dFosB activator = activators of delta FosB homodimer, primary screen, biochemical, fluorescence polarization, TAMRA-CDK5 oligo, single point | hit rate 0.99% among 340,000 | AID 493131, 2011 | purified delta FosB; percent of positive-control signal above neutral wells | activation, % at 25 µM | Protein FosB (Mus musculus), P13346;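 active = mean activation above about 17%, with every replicate also reaching it, limit read from the data, passing the limit was not always enough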;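 note: fluorescence polarization rise as delta FosB binds a TAMRA Cdk5 AP-1 oligo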
# V-ATPase pHluor = regulators of yeast V-ATPase proton pumping, primary screen, pHLuorin cytosolic pH fluorescence; response, % at 10 µM; AID 504577, 2011; hit rate 0.37% among 350,000; S. cerevisiae; in the data active = response mostly above about 7.3%, no sharp cut-off; inactive = mostly below about 5.4%; note: actives read high; inactives centre near 0; some compounds called inactive have numbers as strong as hits; reference of the scale not given here
# HTR5A inv ag = HTR5A inverse agonists in luminescence cell assay, primary screen, counter-screen for OPRM1-OPRD1 heterodimer inverse agonist project, full-deck HTS; 5-hydroxytryptamine receptor 5A (Homo sapiens), P47898; hit rate 0.083% among 340,000; inhibition, % at 9.3 µM; HTR5A cell line, inverse agonism; in the data active = inhibition mostly above about 23%, no sharp cut-off; inactive = mostly below about 18%;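 note: 0% = cells with DMSO and 100% = no-cell wells with DMSO; some compounds called inactive have numbers as strong as hits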
# MITF TRPM1 HTS = activators of MITF-driven TRPM1 promoter reporter, primary screen, cell-based, SK-MEL-5, luciferase, single point. SK-MEL-5 TRPM1-promoter luciferase, 24 h; % of positive control, neutral wells = 0. activation, % at 12.5 µM. hit rate 0.75% among 300,000. AID 588334, 2011;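 active = mean activation of at least 80% with every replicate also reaching 80%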;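 note: 0% = neutral control wells and 100% = parthenolide positive control wells; values of inactives mirror those of a sister screen read the other way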
# PvdQ acylase = P. aeruginosa PvdQ acylase inhibitors, primary screen, biochemical, fluorescence, plate reader and imaging, single point. inhibition, % at 10 µM. hit rate 0.063% among 340,000. PvdQ acylase [Pseudomonas aeruginosa LESB58]. purified PvdQ acylase; in the data active = inhibition above about 30%, passing the limit was not always enough;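 note: 0% = vehicle neutral wells and 100% = reference inhibitor wells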
# SR-BI HDL uptake = inhibitors of SR-BI mediated HDL lipid uptake, primary screen, ldlA[mSR-BI] cells, fluorescence, single point | ldlA[mSR-BI] CHO cells, DiI-HDL uptake fluorescence, 3 h | inhibition, % at 12.5 µM | hit rate 0.96% among 320,000;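 active = mean replicate inhibition of at least 70% and a set share of replicates each scoring 70 or more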;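 note: 0% = median of neutral control wells and 100% = median of positive control wells; values of inactives mirror those of a sister screen read the other way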
# Wnt act = Wnt/beta-catenin pathway activators, primary screen, cell-based, plate reader, single point. Wnt/beta-catenin reporter cell assay, activator. activation, % at 9.35 µM. hit rate 1.2% among 300,000. AID 743398, 2014; in the data active = activation above about 30%, passing the limit was not always enough;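 note: 0% = neutral control wells and 100% = positive control wells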
# * = called active by the depositor; · = not tested or not shown.
SMILES,HTR5A ag ctr,CDK5 inh,NSD2 HMT inh,dFosB activator,V-ATPase pHluor,HTR5A inv ag,MITF TRPM1 HTS,PvdQ acylase,SR-BI HDL uptake,Wnt act
CCCNC(=O)c1ccccc1NC(=O)CSCc1ccc(OC)cc1,4,0.2,-3,10,-2,-14,1,2,23,·
C=C(C)C(=O)Nc1cccc(C2=NOC3(C2)C[C@H](C(N)=O)N(C(=O)c2ccccc2)C3)c1 (some centres undefined),0,1.2,·,-10,-2,0,-2,4,-1,-5
CCOC(=O)/C=C1\SCC(=O)N1CC(=O)NC(C)C,1,0.3,·,-2,3,-13,10,-13,-16,·
COc1ccc(-c2nc3ccccn3c2C=O)cc1,1,-0.9,0,-12,-3,-15,64,-4,-8,·
CCC1CCCCN1CCCNC(=O)c1cn(CC(C)C)c(=O)c2cc(OC)c(OC)cc12 (centres undefined),-5,-2.0,6,-5,2,-4,·,-4,-30,·
Cc1ccccc1C(=O)NCCCn1ccnc1,2,-1.4,-4,-7,2,-8,0,-2,6,4
O=C(O)COc1cnc2ccccc2n1,5,0.2,·,-6,-1,-13,-4,11,-8,-1
COc1ccc(S(=O)(=O)N(CC(=O)NCC2CCCO2)c2ccccc2)cc1OC (centres undefined),4,-1.3,-3,-5,-3,-5,1,1,-21,-3
CCCCS(=O)(=O)N1CCCC(C(=O)Nc2ccc(Cl)cn2)C1 (centres undefined),0,0.5,-2,4,-3,-18,-7,-19,3,-2
Cn1c(NCCN(CCO)CCCc2ccc([N+](=O)[O-])cc2)cc(=O)n(C)c1=O,0,0.1,·,0,-1,0,18,-7,2,-1
CCC(C)NC(=O)c1ccc([N+](=O)[O-])c(Cl)c1 (centres undefined),1,-0.6,-3,2,1,6,-8,17,-47,-3
CCOC(=S)SCC(=O)N1CCc2ccccc2C1C1C(=O)CCCC1=O (centres undefined),6,0.6,-1,-2,-5,23,6,3,-12,-1
Cc1nnc2c(NCCC(C)C)nc3ccccc3n12,-6,1.2,-3,-6,2,21,-3,-3,-8,0
COCCn1c(SCC(=O)NC(C)c2ccc(F)cc2)nc2ccccc21 (centres undefined),-4,0.6,-5,-7,5,10,-11,9,·,2
O=C(NCc1cccs1)C(=O)NCC1OCCCN1S(=O)(=O)c1cc(F)ccc1F (centres undefined),10,-1.1,-2,-4,-5,-26,3,-2,14,0
CN1CCN(c2ccc(-c3cccc(NC(=O)COc4ccc(Cl)cc4Cl)c3)nn2)CC1,3,1.3,-3,28*,·,5,22,-2,16,-2
COc1ccc(S(=O)(=O)n2nc(C)cc2C)c(C)c1C,2,1.7,-1,-7,1,6,-10,-4,-12,0
O=C(Cn1nnnc1CN1CCOCC1)N1CCC(c2cccc(Cl)c2)C1 (centres undefined),7,-0.6,2,-2,-2,-3,3,-1,-2,1
CCCCC1=NN(C(=O)c2cocc2C)C(O)(C(F)(F)F)C1 (centres undefined),-3,-0.5,0,0,3,3,-2,-16,13,·
CNC(=S)Nc1ccc(OC)c(OC)c1,3,1.1,1,-2,1,-10,4,-11,-34,0
COCCCNC(=O)CNC(=O)c1cn(-c2ccccc2OC)c(=O)c2ccccc12,0,-3.6,0,6,6,1,0,-5,-14,1
CN(C)c1ccc(/C=N/NC(=O)CN2CCCCC2)cc1Br,0,-2.6,0,-1,3,1,3,-11,-14,13
c1ccc2c(c1)[nH]c1c(N3CCCC3)ncnc12,-11,3.1,0,-2,0,24,-3,4,-34,·
S=C(NCCN1CCOCC1)N/N=C/c1ccccc1,1,-1.1,-5,-7,-3,1,1,-10,-21,-5
O=C(O)c1c(-c2ccccc2)oc2ccc(O)cc12,5,-1.1,-3,6,2,-20,0,-11,-12,1
Cc1nc2ccccc2n1C(=O)c1ccccc1[N+](=O)[O-],8,1.2,2,-7,0,15,-3,-8,13,·
CC(C)(C)NS(=O)(=O)CC12CCC(CC1=O)C2(C)C (centres undefined),3,0.3,-3,-1,-5,-12,-9,8,-5,·
CC(=O)Nc1ccc(NC(=O)COC(=O)c2ccccc2C(=O)c2ccccc2)cc1,3,-4.2,0,-5,-4,5,-12,-9,13,0
CN(CC(=O)Nc1cccc(F)c1)C(=O)C1CCN(S(=O)(=O)c2ccc3c(c2)OCCO3)CC1,4,-0.1,4,-4,0,-11,-5,-2,-32,-3
NC(=O)C1CCN(C(=O)/C=C/c2ccco2)CC1,0,0.4,1,0,0,7,4,5,-14,·
O=C(c1ccccc1)N1CCN(S(=O)(=O)c2ccc(Cl)c(C(F)(F)F)c2)CC1,0,1.8,-2,4,3,1,·,-2,-23,-1
COc1ccc(NS(=O)(=O)c2ccc(OCC(=O)N3CCCC3)cc2)cc1,2,-1.0,-1,-1,4,6,-6,-17,4,·
N/C(=N\OC(=O)Cc1ccc(-c2ccccc2)cc1)c1cccc([N+](=O)[O-])c1,-2,-1.1,1,-3,-3,-29,-8,0,-15,·
CN(C(=O)COC(=O)c1cc(-c2ccco2)nc2ccccc12)C1CCS(=O)(=O)C1 (centres undefined),0,-0.1,-5,-11,-4,-1,3,2,16,0
Cc1cc(C)cc(N2Cc3ccccc3C2)c1,8,0.7,·,-4,1,-15,6,0,-28,-2
N#CCOC(=O)C1CCN(S(=O)(=O)c2ccc3c(c2)OCCO3)CC1,-5,-1.7,1,7,-2,13,2,-12,-21,-2
CN(CC(=O)NCc1ccccc1Cl)S(=O)(=O)c1cccs1,2,-4.4,-9,-4,-2,-6,-10,-14,·,0
COC(=O)c1[nH]c2ccccc2c1NC(=O)CN1CCN(c2cccc(OC)c2)C(C)C1 (centres undefined),5,-0.2,2,-3,4,-2,-7,9,31,·
COC(=O)c1[nH]c2cc(OC)ccc2c1NC(=O)CCN1CCN(c2ccccc2)CC1,-3,-0.5,-1,-16,-2,19,-13,-3,-10,-6
C=CCC(O)(CC=C)C(C)N (centres undefined),-3,-2.3,-2,-1,-1,-23,-3,-10,-11,-1
Cc1ccc(-n2nc3c(=O)n(CC(=O)NCCc4ccccc4C)nc(C)c3c2C)cc1,0,-1.6,5,2,-6,8,-38,4,11,-3
CCOc1cnc(C(=O)NNC(=O)c2ccccc2Br)o1,0,-0.5,-1,-7,-1,1,3,-10,-26,-1
O=C(NC1CCCC1)c1ccccc1-c1nc2ccccc2[nH]1,-3,-0.4,4,4,-2,8,2,-15,8,-1
Cc1c(-c2ccccc2Cl)nc2ccccc2c1C(=O)O,-1,1.1,1,-1,-4,5,-8,-1,-18,2
CN(C)S(=O)(=O)c1ccc(C(=O)OCC(=O)Nc2sc3c(c2C#N)CCCCC3)cc1,2,0.5,2,1,2,16,-5,-10,2,15
Nc1cc(=O)nc(SCC(=O)Nc2cccc3ccccc23)n1CCc1ccccc1,-3,1.7,5,-7,-1,-5,-1,-10,10,-8
COc1ccccc1C1CC(c2cccs2)=Nc2ccccc2S1 (centres undefined),-2,1.8,2,-9,-3,31,3,-8,15,41*
Cc1c(C(=O)O)oc2c1/C(=N\O)CC(C)(C)C2,2,-0.1,1,1,-3,-4,15,8,21,0
O=Cc1ccc2cccnc2n1,2,-0.8,-2,4,3,-26,-7,3,22,3
CCCC(=O)NC(=S)Nc1ccc(CN2CCOCC2)cc1,2,-0.3,-2,-2,-1,-61,12,-6,-30,0
CC1CCCN(c2ccc3nc4ccccc4c(=O)n3n2)C1 (centres undefined),0,5.7,-3,-13,-1,1,-16,-8,-36,3
CC(C)COCC(O)CC(Cc1ccccc1)C(=O)NN (centres undefined),-4,2.0,-2,-8,1,0,5,-6,-21,-1
COC(=O)c1cncc(C)c1,3,0.1,1,-4,5,-11,-8,-16,-3,-2
O=C(Cc1ccccc1)NCC(=O)N1CCN(c2ccccc2)CC1,-2,1.1,0,7,-1,-8,-5,-1,-16,3
CN1CCN(C(=S)NC(=O)/C=C/c2cccc3ccccc23)CC1,-7,-1.6,·,-7,4,-12,-3,-6,32,-3
O=S(=O)(Nc1ccc(N2CCOCC2)cc1)c1ccc2ccccc2c1,1,1.1,5,-3,-2,-17,7,-5,-3,0
CC(C)(C)C(=O)Nc1ccccc1C(=O)NCCC(=O)Nc1ccccc1,13,0.4,·,-13,11*,-39,20,-6,-25,-3
CCCCCCCSc1nc(N)cc(=O)[nH]1,3,1.9,-2,2,0,2,3,-3,-33,·
CCOc1ccccc1N(CC(=O)NC1CCCCC1)C(=O)c1nsc(Cl)c1Cl,1,0.5,5,-6,-1,7,-3,-2,-13,-1
O=C(CSc1nnc([C@@H]2CCCN2)o1)c1ccc(Cl)cc1,3,-0.5,0,-13,-2,-5,25,-3,·,37*
# (list continues)
SMILES,HTR5A ag ctr,CDK5 inh,NSD2 HMT inh,dFosB activator,V-ATPase pHluor,HTR5A inv ag,MITF TRPM1 HTS,PvdQ acylase,SR-BI HDL uptake,Wnt act
CCCn1c(SCC(=O)NNC(=O)c2ccc(OC)cc2)nnc1C(C)C,-4,0.4,-2,0,-2,13,11,-1,-8,-1
CCOC(=O)c1c(C)[nH]c(C)c1C(=O)COC(=O)c1cccc(S(=O)(=O)NC)c1,1,0.8,-2,-6,1,15,2,-16,26,-3
CC(=O)Nc1ccc(NC(=O)[C@@H]2CCCC[C@@H]2C(=O)O)cc1,-1,-18,-3,2,0,3,-5,0,-14,-1
COc1ccc(CCNC(=O)C2CCN(S(=O)(=O)c3ccc(F)cc3)CC2)cc1,-4,-1.0,·,-2,-1,14,-4,-3,13,-1
CCn1cc(CN(C)S(=O)(=O)c2ccc3ccccc3c2)c(C)n1,1,1.6,-2,-16,3,12,-20,-1,23,-9
COc1ccc(CN2CCNC(=O)C2CC(=O)NCCc2nc(C)c3c(n2)CCC3)cc1C (centres undefined),2,-0.1,-2,-13,-2,3,15,-12,-16,1
Cc1ccc(NC(=O)C2CC(=O)n3ncnc3N2)cc1 (centres undefined),3,-0.7,-1,-4,-4,4,3,2,-24,0
O=C(CSc1nnnn1C1CCCC1)N1CCOCC1,3,0.6,-3,-1,2,-11,8,8,10,-1
CCC12CCCN3CCC4(C(=C(C(=O)OC)C1)Nc1ccccc14)C32 (centres undefined),7,1.1,9,-3,3,-5,2,12,6,·
Cc1cccc(NC(=O)c2cccc(NC(=O)c3ccccc3)c2)n1,5,-1.2,-2,-22,2,0,21,-7,47,2
CCOc1ccc(C2C(C#N)=C(C)NC3=C2C(=O)c2ccccc23)cc1 (centres undefined),3,-0.9,2,-13,3,1,-3,-12,30,·
CCc1ccc(S(=O)(=O)NCCOc2cccc3cccnc23)cc1,2,-0.5,-1,-5,1,-7,1,-6,9,-2

# Full records as entered above. Order of values: HTR5A ag ctr, CDK5 inh, NSD2 HMT inh, dFosB activator, V-ATPase pHluor, HTR5A inv ag, MITF TRPM1 HTS, PvdQ acylase, SR-BI HDL uptake, Wnt act
# CCc1ccc(S(=O)(=O)NCCOc2cccc3cccnc23)cc1 across the screens: 2, -0.5, -1, -5, 1, -7, 1, -6, 9, -2
# CCC12CCCN3CCC4(C(=C(C(=O)OC)C1)Nc1ccccc14)C32 (centres undefined) across the screens: 7, 1.1, 9, -3, 3, -5, 2, 12, 6, ·

# Screening results deposited in PubChem BioAssay by several laboratories.
